# Pf apPOL inh: Pf-apPOL inhibitors, biochemical, fluorescence; Plasmodium falciparum apicoplast DNA polymerase (apPOL); inhibition, % at 10 µM; 210,000 tested, 0.25% active; AID 1794808, 2022; Recombinant Pf-apPOL, molecular beacon fluorescence, 1.5 h
# mHTT-CaM PPI inh: mutant huntingtin-calmodulin interaction inhibitors – biochemical, AlphaScreen, primary screen | inhibition, % at 15 µM | AlphaScreen His-mHTT/GST-CaM binding, luminescence | AID 1671202, 2021 | 190,000 tested, 3.6% active;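 note: 0% = both proteins with DMSO and 100% = one protein alone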
# Target sequence (P42858 whole entry, looked up, stated change not applied): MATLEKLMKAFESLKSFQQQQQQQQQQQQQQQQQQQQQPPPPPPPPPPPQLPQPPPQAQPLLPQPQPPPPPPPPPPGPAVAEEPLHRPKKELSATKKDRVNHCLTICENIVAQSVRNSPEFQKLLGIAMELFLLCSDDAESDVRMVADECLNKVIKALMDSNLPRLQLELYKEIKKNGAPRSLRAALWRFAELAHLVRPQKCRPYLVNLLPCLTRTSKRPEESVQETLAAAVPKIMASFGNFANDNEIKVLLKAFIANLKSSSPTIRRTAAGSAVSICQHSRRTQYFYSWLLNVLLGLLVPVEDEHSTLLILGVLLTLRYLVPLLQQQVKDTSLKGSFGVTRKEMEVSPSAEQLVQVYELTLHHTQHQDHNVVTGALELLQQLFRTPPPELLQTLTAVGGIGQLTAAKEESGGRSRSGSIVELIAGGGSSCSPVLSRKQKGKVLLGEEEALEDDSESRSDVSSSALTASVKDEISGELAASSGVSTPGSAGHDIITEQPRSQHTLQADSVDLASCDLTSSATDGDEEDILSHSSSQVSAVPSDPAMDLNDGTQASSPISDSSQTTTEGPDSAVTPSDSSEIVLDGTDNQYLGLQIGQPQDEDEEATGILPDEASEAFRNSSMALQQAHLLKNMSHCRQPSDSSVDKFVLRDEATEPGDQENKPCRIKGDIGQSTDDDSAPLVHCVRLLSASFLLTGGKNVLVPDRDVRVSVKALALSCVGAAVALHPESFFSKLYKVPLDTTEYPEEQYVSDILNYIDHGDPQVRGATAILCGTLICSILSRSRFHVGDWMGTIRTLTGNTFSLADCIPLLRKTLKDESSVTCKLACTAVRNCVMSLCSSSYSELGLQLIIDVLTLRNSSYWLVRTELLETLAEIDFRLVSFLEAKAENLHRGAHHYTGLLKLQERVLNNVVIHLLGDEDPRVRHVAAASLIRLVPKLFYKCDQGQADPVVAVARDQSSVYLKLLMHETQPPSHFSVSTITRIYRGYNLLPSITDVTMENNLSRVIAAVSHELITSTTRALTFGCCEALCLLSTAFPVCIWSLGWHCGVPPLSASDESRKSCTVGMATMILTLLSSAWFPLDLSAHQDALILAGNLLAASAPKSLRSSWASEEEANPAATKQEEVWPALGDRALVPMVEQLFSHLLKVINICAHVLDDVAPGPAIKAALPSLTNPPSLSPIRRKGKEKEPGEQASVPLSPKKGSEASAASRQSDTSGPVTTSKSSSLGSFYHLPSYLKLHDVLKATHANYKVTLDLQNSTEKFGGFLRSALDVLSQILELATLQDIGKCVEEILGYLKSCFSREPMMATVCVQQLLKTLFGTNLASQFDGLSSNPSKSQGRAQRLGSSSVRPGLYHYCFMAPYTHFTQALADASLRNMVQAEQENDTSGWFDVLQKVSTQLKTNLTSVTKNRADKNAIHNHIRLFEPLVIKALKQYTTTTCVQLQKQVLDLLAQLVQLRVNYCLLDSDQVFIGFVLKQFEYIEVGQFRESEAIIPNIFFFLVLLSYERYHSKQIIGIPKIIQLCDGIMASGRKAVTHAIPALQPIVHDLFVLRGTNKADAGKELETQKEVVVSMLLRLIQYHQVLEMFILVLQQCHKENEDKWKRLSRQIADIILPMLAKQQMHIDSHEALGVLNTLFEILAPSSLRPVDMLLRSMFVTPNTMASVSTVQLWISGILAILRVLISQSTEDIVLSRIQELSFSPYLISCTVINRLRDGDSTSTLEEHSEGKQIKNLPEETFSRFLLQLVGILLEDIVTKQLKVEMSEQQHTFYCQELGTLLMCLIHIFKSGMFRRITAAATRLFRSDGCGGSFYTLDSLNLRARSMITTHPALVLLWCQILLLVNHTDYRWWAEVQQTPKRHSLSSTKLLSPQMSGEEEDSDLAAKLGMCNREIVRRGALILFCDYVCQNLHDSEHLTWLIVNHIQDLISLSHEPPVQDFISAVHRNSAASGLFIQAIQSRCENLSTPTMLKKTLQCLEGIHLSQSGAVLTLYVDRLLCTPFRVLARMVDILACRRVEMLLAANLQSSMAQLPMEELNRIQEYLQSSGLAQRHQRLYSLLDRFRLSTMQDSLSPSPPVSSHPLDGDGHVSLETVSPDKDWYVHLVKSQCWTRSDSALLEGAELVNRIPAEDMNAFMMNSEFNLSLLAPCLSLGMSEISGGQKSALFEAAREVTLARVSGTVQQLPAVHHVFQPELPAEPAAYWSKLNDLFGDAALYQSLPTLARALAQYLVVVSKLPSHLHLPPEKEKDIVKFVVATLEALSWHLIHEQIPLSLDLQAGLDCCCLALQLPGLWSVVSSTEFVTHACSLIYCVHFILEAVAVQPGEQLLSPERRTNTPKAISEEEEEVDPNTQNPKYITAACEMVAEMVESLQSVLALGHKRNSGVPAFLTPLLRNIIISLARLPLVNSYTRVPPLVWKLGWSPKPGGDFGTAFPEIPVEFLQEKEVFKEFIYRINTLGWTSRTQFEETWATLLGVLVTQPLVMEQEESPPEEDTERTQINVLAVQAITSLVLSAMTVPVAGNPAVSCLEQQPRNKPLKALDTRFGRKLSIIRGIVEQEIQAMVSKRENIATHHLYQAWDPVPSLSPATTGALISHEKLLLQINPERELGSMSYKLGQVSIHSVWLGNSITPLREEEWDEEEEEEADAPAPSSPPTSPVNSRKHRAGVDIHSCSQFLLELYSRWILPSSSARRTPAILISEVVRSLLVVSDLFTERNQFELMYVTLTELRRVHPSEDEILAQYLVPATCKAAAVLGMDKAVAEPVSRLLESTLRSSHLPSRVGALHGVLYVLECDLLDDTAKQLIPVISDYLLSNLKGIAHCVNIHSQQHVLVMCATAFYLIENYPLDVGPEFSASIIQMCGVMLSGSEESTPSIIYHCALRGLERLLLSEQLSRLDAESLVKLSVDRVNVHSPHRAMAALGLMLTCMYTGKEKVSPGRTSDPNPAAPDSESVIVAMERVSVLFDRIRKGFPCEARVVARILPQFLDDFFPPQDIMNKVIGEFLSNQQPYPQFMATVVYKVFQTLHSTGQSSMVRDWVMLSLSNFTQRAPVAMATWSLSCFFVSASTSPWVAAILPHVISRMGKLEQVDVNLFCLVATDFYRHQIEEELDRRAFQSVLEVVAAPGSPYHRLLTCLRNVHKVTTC
# Active calls of the source: *; · = not tested or not shown; & = joins results of further samples. Cut-off read from the data, not from the text of the source: active = inhibition above about 50%; inactive = the rest. This is a random part of the collection; overall some 3.5% were active at least once.
SMILES,Pf apPOL inh,mHTT-CaM PPI inh
COc1ccc(-c2c(C(F)(F)F)oc3c(CNCCO)c(O)ccc3c2=O)cc1,-2,9
COCC(=O)N1CCCC(c2ccnc(-c3ccccc3)n2)C1 (stereo not given),-5,-3
Cc1nc(-c2nnc(NC(=O)c3ccnn3C)o2)cs1,1,50*
COc1ccc(C2NC(=O)NC(C)=C2C(=O)Nc2ccc(F)c(F)c2)c(OC)c1 (stereo not given),-5,11
CC(C)CN1CCn2cc(C(=O)N3CCN(c4ccccc4Cl)CC3)nc2C1,-4,46
COc1ccc(S(=O)(=O)N2CCC(C(=O)Nc3ccc(OC)cc3OC)CC2)cc1,0,4
O=c1c(-c2ccc(Cl)cc2)coc2c3c(ccc12)OCN(Cc1ccco1)C3,-13,-2
CCCn1ccnc(NC2CCCC2)c1=O,-4,21
O=[N+]([O-])c1cc2c(cc1C1NN=C(c3ccccc3)S1)OCO2 (stereo not given),-9,52*
Cc1ccc(NC(=O)CSc2n[nH]c(C)c2[N+](=O)[O-])cc1C,0,0
O=C(Nc1ccc(Cl)cn1)c1cc(F)c(F)cc1Cl,0&4,-7&-12
O=C(O)c1nn2cc(-c3n[nH]c(-c4cnc5c(Cl)c(C(=O)O)nn5c4)c3[N+](=O)[O-])cnc2c1Cl,·,14
Cc1cc(NC(=O)CSc2nncn2C)ccc1Cl,-7,2
CC(=O)c1cccc(NC(=O)Nc2cccc(Cl)c2)c1,-2,0
COc1cc(NC(=O)COc2ccc(Cl)cc2C)c(OC)cc1Cl,-2&-5,-2&-2
Cc1ccccc1-c1c(C(F)(F)F)oc2c(C)c(O)ccc2c1=O,-3,3
Cc1cc(Cl)ccc1OCC(=O)Nc1ccccc1C(F)(F)F,-6,-23
CC1CCCN(c2ccc(-c3noc(CN4CCSCC4)n3)cn2)C1 (stereo not given),-4,0
O=C(O)c1ccc2c(c1)C(=O)/C(=C/c1ccco1)C2=O,0,8
CN(C)CCCOc1ccccc1-c1ccccc1,-2,-3

# Three entries from above, reformatted.
molecule	Pf apPOL inh	mHTT-CaM PPI inh
Cc1ccccc1-c1c(C(F)(F)F)oc2c(C)c(O)ccc2c1=O	-3	3
Cc1cc(Cl)ccc1OCC(=O)Nc1ccccc1C(F)(F)F	-6	-23
CC1CCCN(c2ccc(-c3noc(CN4CCSCC4)n3)cn2)C1 (stereo not given)	-4	0

# Filtered by structure, those above with an aryl methoxy group
SMILES,Pf apPOL inh,mHTT-CaM PPI inh
COc1ccc(-c2c(C(F)(F)F)oc3c(CNCCO)c(O)ccc3c2=O)cc1,-2,9
COc1ccc(C2NC(=O)NC(C)=C2C(=O)Nc2ccc(F)c(F)c2)c(OC)c1 (stereo not given),-5,11
COc1ccc(S(=O)(=O)N2CCC(C(=O)Nc3ccc(OC)cc3OC)CC2)cc1,0,4
COc1cc(NC(=O)COc2ccc(Cl)cc2C)c(OC)cc1Cl,-2&-5,-2&-2

# The main list resumes with the six entries that preceded the break.
SMILES,Pf apPOL inh,mHTT-CaM PPI inh
COc1cc(NC(=O)COc2ccc(Cl)cc2C)c(OC)cc1Cl,-2&-5,-2&-2
Cc1ccccc1-c1c(C(F)(F)F)oc2c(C)c(O)ccc2c1=O,-3,3
Cc1cc(Cl)ccc1OCC(=O)Nc1ccccc1C(F)(F)F,-6,-23
CC1CCCN(c2ccc(-c3noc(CN4CCSCC4)n3)cn2)C1 (stereo not given),-4,0
O=C(O)c1ccc2c(c1)C(=O)/C(=C/c1ccco1)C2=O,0,8
CN(C)CCCOc1ccccc1-c1ccccc1,-2,-3
CN(CC(=O)Nc1nc(-c2cccnc2)cs1)C(=O)c1ccc(=O)[nH]c1,-7,-11
O=C(Cc1ccc([N+](=O)[O-])cc1)NCc1ccccc1Cl,0,-6
CCOc1ccc(C=Nc2cc([N+](=O)[O-])ccc2C)c(O)c1,-1,-2
CCOCCCNC(=O)N1CCc2cn(CC)c3cccc(c23)C1,-3,0
C=CCn1c(SCC(=O)O)nnc1-c1cccc(C)c1,-7,-2
CC(C)CCNC(=O)N1CC2CN(S(=O)(=O)c3ccccc3)CC(C1)O2,-2,-8
O=C(COc1ccc([N+](=O)[O-])cc1)Nc1ccccc1O,-5,4
Cc1ccccc1S(=O)(=O)NC1(c2nc(-c3cnccn3)no2)CCCCC1,-2,0
CC(=O)c1cccc(NC(=O)c2cc(S(=O)(=O)N3CCCCC3)ccc2Cl)c1,2,-2
Cc1nc(NCc2ccc(F)cc2)c2cc(C)sc2n1,-4,-16
CCOc1ccc(-n2nc(C(=O)N(C)C3CCCCC3)c3ccccc3c2=O)cc1,-2,29
O=C(/C=C/c1ccccc1)NCCc1nc2ccccc2[nH]1,-3,7
Fc1nc(N2CCOCC2)c(F)c(Oc2ccc(Cl)cc2)c1F,0,-46
COc1ccc(C(=O)C=C(C(=O)c2ccccc2)c2ccccc2)cc1CN1CCOCC1,-2,·
O=C(NCCCc1ccccc1)C1CCN(c2cnn(Cc3ccccc3)c(=O)c2)CC1,2,18
CCN(C)C(=O)c1cc(-c2ccc(OC)cc2OC)nn1C,-7,-2
CCOC(=O)N1CCC2(CC1)N=C(c1ccc(C)cc1)CC(c1ccccc1O)N2 (stereo not given),4,1
CC(=O)c1cccc(C=Cc2ccccc2)c1,-10,-43
O=c1c(O)c(-c2cc(O)c(O)c(O)c2)oc2cc(O)cc(O)c12,-6,·
CCc1cccc(C)c1NC1=NS(=O)(=O)c2ccccc21,-6,0
CN1C(=O)CCc2cc(C(=O)NCc3cccnc3)ccc21,0,-3
CCCC(=O)Nc1ccc([N+](=O)[O-])cc1Cl,-5,-2
COc1cc(O)c(C(CC(=O)N2CCCCC2)c2ccc3c(c2)OCO3)c(OC)c1 (stereo not given),-5,20
O=C(NCC(O)C1CCCCC1)c1ccc(-c2ccccc2)cc1 (stereo not given),0,-5
COc1cccc(S(=O)(=O)N2CCC(c3nc(C(=O)N4CCCC4)c(C)o3)CC2)c1,-2,9
NCC(CCC(=O)O)C(F)(F)F (stereo not given),-4,-3
Cc1ccc2oc(C(=O)Nc3c(C)cccc3C(=O)O)c(C)c2c1,-2,-3
O=C(NC1C(=O)NNC1c1ccccc1)c1ccccc1 (stereo not given),-6,10
COc1ccc(OC)c(-c2nc(N=Cc3ccccc3O)sc2C)c1,-1,10
Cc1cc(C)c2c(=O)[nH]c(SCC(=O)N3CCCCC3)nc2n1,10&2,8&-1
COc1cc(C(=O)Nc2cccc(NC(=O)c3ccccc3Cl)c2)ccc1[N+](=O)[O-],-3,21
COc1ccc(C(CNC(=O)c2c(F)cccc2Cl)N2CCN(C)CC2)cc1 (stereo not given),-5,-19
CCn1nccc1C(=O)N1CCCC1c1cccc(C)c1 (stereo not given),1,-4
COc1ccc(C(=O)Nc2ccncc2)cc1OC,-4,3
CCOc1ccc(OCC)c(NC(=O)C2Cc3ccccc3CN2S(C)(=O)=O)c1 (stereo not given),6,7
COc1ccc(-c2[nH]nc3c2C(c2cn[nH]c2-c2ccc(F)cc2)C(C#N)=C(N)O3)cc1 (stereo not given),-4,20
Cc1cccc(C)c1NC(=O)c1cc(S(=O)(=O)N2CC(C)CC(C)C2)ccc1F (stereo not given),23,-8
Cc1cc(N2CCC(NC(=O)Nc3ccc(Cl)cc3)C2=O)ccc1F (stereo not given),0,-9
Cc1oc2ccccc2c1CCOC(=O)c1ccc(Cl)cc1,9,·
CCC[C@H]1[C@@H](N(C)Cc2cccs2)CC[C@@]23CCCN2C(=O)CCC[C@@H]13,2,21

# Record cards, as listed above.
# Entry for `NCC(CCC(=O)O)C(F)(F)F` (stereo not given) → Pf apPOL inh: -4; mHTT-CaM PPI inh: -3
# Entry for `CN1C(=O)CCc2cc(C(=O)NCc3cccnc3)ccc21` → Pf apPOL inh: 0; mHTT-CaM PPI inh: -3
# Entry for `Cc1oc2ccccc2c1CCOC(=O)c1ccc(Cl)cc1` → Pf apPOL inh: 9; mHTT-CaM PPI inh: ·

# (list continues)
SMILES,Pf apPOL inh,mHTT-CaM PPI inh
Cc1ccc(C2=CC(c3cccc(C)c3)n3nnnc3N2)cc1 (stereo not given),4,-14
CC(=O)c1sc(-c2ccc(Cl)cc2)nc1C,-1,·
O=[N+]([O-])c1cc2c(cc1CN1CCN(CCOCCO)CC1)OCO2,-2,-3
CCOC(=O)c1c(C)c2c(N=CN(C)C)ncnc2n1-c1ccccc1,-7,·
CCS(=O)(=O)c1ccc(O)c(NC(=O)c2cc(OC)c(OC)c(OC)c2)c1,-3,1
COc1ncccc1CNC(=O)c1n[nH]c2ccccc12,-4,-2
COc1ccccc1CNC(=O)CSc1nnc2[nH]c3cc(C)cc(C)c3c2n1,-6,33
CCN(CC)S(=O)(=O)c1ccc2oc(C(=O)Nc3ccc(F)c(F)c3)c(C)c2c1,-6,8
CCC(C)NC(=O)c1cnn2c(C(F)(F)F)cc(-c3ccc(Br)cc3)nc12 (stereo not given),10,6
Cc1ccccc1C(=O)Nc1ccc(N2CCN(C(=O)c3cccc(F)c3)CC2)nc1,-8,-3
COc1ccccc1C(=O)N1CCC(c2cnn(-c3ccccc3)c2)CC1,-6,17
Cc1ccc(C2CC(C(F)(F)F)n3ncc(C(=O)NCc4cccnc4)c3N2)cc1 (stereo not given),-8,22
CC(C)(C)C(O)=Cc1nc2cc([N+](=O)[O-])ccc2[nH]c1=O,6,·
COc1ccc(C(=O)NC(Nc2ccc([N+](=O)[O-])cc2)C(Cl)(Cl)Cl)cc1 (stereo not given),2,48
COc1ccc(Cl)cc1NC(=O)CSc1nnc(COc2ccc3c(c2)CCCC3)o1,-5&15,-1&-1
COc1cc(CNc2ncccn2)cc(OC)c1OC,2,-4
COc1ccc(C=C2Oc3cc(OC(=O)c4cccs4)ccc3C2=O)cc1OC,-6,6
CC(C)S(=O)(=O)c1csc(NC(=O)Nc2ccc(C(F)(F)F)cc2)c1,-7,·
COc1cccc(C(=O)N2CCC(C(=O)Nc3cc(C)cc(C)c3)CC2)c1,-11,13
C=CCNCCCOc1ccc(C)cc1Br,-6,-16
O=C(Nc1ccc2c(c1)OCO2)C1CCCN(c2cn[nH]c(=O)c2)C1 (stereo not given),-2,63*
COc1ccc(N2CCN(c3nc(C(=O)N4CCCC(C)C4)cs3)CC2)cc1 (stereo not given),-4,33
CCOc1cccc2nnc(NC(=O)CC3CCCCC3)n12,-1,-1
Cc1cccc(N(CC(=O)NC2CCCCC2)S(C)(=O)=O)c1C,8,-3
CC(C)CCNC(=O)CN1C(=O)/C(=C/c2ccc(Cl)cc2)Sc2ccccc21,-18,-4
COC(=O)c1ccc(-c2csc(NC(=O)C3CCCC3)n2)cc1,-2,2
Nc1ccc(Br)c2cccnc12,·,2
CCC(OCC(O)CNC(C)(C)C)c1ccccc1 (stereo not given),-4,-2
CS(=O)(=O)Nc1ccc(C(N)=NOC(=O)c2cccs2)cc1,-8,·
CCC(C)NC(=O)c1cc(-c2ccc3c(c2)OCO3)on1 (stereo not given),-1,-8
COc1ccc(C2=N/C(=C\c3cccs3)C(=O)O2)cc1[N+](=O)[O-],6,2
Fc1ccccc1-c1nc(N2CCCCC2)c2ccccc2n1,-4,-41
O=C(Nc1ncc([N+](=O)[O-])s1)c1cccc(Br)c1,-1,17
COc1ccc(CNC(=O)c2cn3c(n2)CN(CC(C)C)CC3)cc1,-6,12
COC(=O)c1cnc(SCc2ccc([N+](=O)[O-])cc2)n1C,-5&5,·
CCN(CC)C(=O)c1cc2c(s1)CCC(C(=O)NC(C)C)C2 (stereo not given),3,-1
NC(=NOC(=O)c1cccs1)C1(c2ccc(Cl)cc2Cl)CC1,-2,·
